GoLoco inh red = qHTS Assay for Inhibitors of RGS12 GoLoco Motif Activity (Red Fluorophore). Gai1:RGS12 GoLoco peptide FP, rhodamine, 10 min. Potency, µM (series often up to 61.6 µM), without a hit: at the highest dose activity, negative = inhibition, usual class: inhibitors. 230,000 tested, 0.44% active. AID 880, 2007; active = well fitted inhibition curve with a large enough effect, not every such curve was filed as active; inactive = no such curve, though single readings can be large or run the other way; also: % is scaled to controls: 0 for no effect and ±100 for the full control effect; nearly all actives have a fitted effect of over 30% in size; many of its hits are not listed in these tables
JMJD2E inh = qHTS Assay for Inhibitors of Human Jumonji Domain Containing 2E (JMJD2E) | Potency, µM (titrated, usually from 57.1 µM), without a hit: top-dose activity change, negative = inhibition, actives largely listed as inhibitors | AID 2147, 2009 | JMJD2E catalytic domain, FDH-coupled NADH fluorescence (FDH is formaldehyde dehydrogenase) | 230,000 tested, 1.6% active; active = well fitted inhibition curve with a large enough effect, not every such curve was filed as active; inconclusive = small, poorly fitted or top-dose-only effect, or another doubt; inactive = no such curve, though single readings can be large or run the other way;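 also: 0% = wells with enzyme and -100% = buffer wells without enzyme; nearly all actives have a fitted effect of over 50% in size; many of its hits are not listed in these tables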
TR SRC2 fluor cs = Total Fluorescence Counterscreen for Inhibitors of the Interaction of Thyroid Hormone Receptor and Steroid Receptor Coregulator 2. TRb/SRC2 Texas Red total fluorescence interference. 280,000 tested, 0.29% active. AID 1479, 2009. Potency, µM (titrated, usually from 106 µM), inactives show at the top dose fluorescence change, negative = quenching; active = well fitted curve in either direction with a large enough effect; inconclusive = small, poorly fitted or top-dose-only effect; also: % is scaled to controls: 0 for no effect and ±100 for the full control effect
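Human TRβ ligand-binding domain (0.6 uM) and Texas Red SRC2 peptide (20 nM) in Tris buffer with 1 uM T3 and 5% DMSO were incubated with pinned compound for 5 hr at ambient temperature. Total fluorescence was computed as S + 2P (555/632 nm).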
SMN2 splice enh = qHTS Assay for Enhancers of SMN2 Splice Variant Expression; HEK293 SMN2-luciferase splicing reporter, luminescence, 30-36 h; Potency, µM (series often up to 46.1 µM), without a hit: at the highest dose activity change, positive = activation, usual class: activators; 210,000 tested, 2.8% active; AID 1458, 2008; also: % of control where 0% means no effect; nearly all actives have a fitted effect of over 55% in size
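qHTS luciferase splicing reporter: luminescence rises when SMN2 exon 7 is included in transfected HEK293 cells. Compound exposure lasted 30-36 h at 37C, with 4.5 mM final sodium butyrate as control, followed by a ONE-Glo read.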
TRb SRC2 PPI = qHTS for Inhibitors of the Interaction of Thyroid Hormone Receptor and Steroid Receptor Coregulator 2; 280,000 tested, 0.065% active; Potency, µM (titrated, usually from 106 µM), for the others: at the top dose activity change, negative = inhibition, actives largely listed as inhibitors; TRbeta-SRC2 peptide binding, fluorescence polarization; receptor liganded with 1 µM T3; Thyroid hormone receptor beta (Homo sapiens), P10828;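 also: plate controls were bound peptide for no effect and peptide without receptor for full effect; nearly all actives have a fitted effect of over 50% in size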
Target sequence (P10828 whole entry, looked up): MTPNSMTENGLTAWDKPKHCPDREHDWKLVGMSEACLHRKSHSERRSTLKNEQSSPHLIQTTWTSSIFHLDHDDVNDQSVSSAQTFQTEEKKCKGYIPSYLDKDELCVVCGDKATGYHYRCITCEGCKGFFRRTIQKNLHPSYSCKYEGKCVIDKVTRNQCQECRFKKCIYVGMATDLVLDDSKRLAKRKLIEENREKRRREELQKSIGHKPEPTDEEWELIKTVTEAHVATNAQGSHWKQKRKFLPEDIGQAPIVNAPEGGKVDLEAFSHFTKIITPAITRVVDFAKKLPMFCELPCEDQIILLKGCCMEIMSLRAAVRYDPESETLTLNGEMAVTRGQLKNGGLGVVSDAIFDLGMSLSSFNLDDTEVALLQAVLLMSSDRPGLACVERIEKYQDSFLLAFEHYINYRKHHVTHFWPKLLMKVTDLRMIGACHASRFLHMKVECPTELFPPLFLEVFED
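Quantitative HTS by FP: 0.6 uM TRb LBD, 20 nM labeled SRC2 20-mer, 1 uM T3, 5% DMSO; 5 hr ambient incubation; % activity per concentration and potencies from concentration series.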
RECQ1 inh = qHTS Assay for Inhibitors of RecQ-Like Dna Helicase 1 (RECQ1); ATP-dependent DNA helicase Q1 (Homo sapiens), P46063; RECQ1 DNA unwinding, red fluorescence kinetic read; Potency, µM (top dose mostly 57.3 µM), without a hit: at the top dose activity, negative = inhibition, most hits filed as inhibitors; 240,000 tested, 0.54% active;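 also: plate controls were vehicle for no effect and no enzyme for full effect; nearly all actives have a fitted effect of over 30% in size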
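RECQ1T1 50 nM; forked duplex (20 bp + 30-nt ss tails) 200 nM, ATP 2 mM final; pH 8.0, 2 mM MgCl2, 2.5 ug/ml poly(dI-dC); 15 min compound preincubation; discontinuous kinetic read over 2 h at RT.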
Lamin A splicing = qHTS Assay for Modulators of Lamin A Splicing; HeLa LMNA splicing GFP/RFP minigene ratio, 48 h; Potency, µM (titrated, usually from 46.1 µM), for inactives: at the top dose ratio change, negative = inhibition, actives largely listed as inhibitors; 200,000 tested, 0.01% active; AID 1487, 2009; active = well fitted inhibition curve with a large enough effect in the signal ratio, with a control signal flat, not every such curve was filed as active; inconclusive = small, poorly fitted or top-dose-only effect, or effect the other way, or a change in a side signal; the % refers to the signal ratio; also: % is scaled to controls: 0 for no effect and ±100 for the full control effect
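Read-out is the ratio of GFP to DsRed2 object intensity, acquired by 488 nm laser-scanning cytometry on HeLa lamin A-EGFP minigene reporter cells. Compound incubation 48 hrs at 37 °C in Opti-MEM with 2% FBS; DMSO 0.5% final.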
ALDH1A1 block = qHTS Assay for Inhibitors of Aldehyde Dehydrogenase 1 (ALDH1A1). Potency, µM (titrated, usually from 75.3 µM), for the others: top-dose activity, negative = inhibition, actives largely listed as inhibitors. 220,000 tested, 7.3% active. Aldehyde dehydrogenase 1A1 (Homo sapiens), P00352. Purified ALDH1A1, NADH fluorescence, propionaldehyde substrate; active = well fitted inhibition curve with a large enough effect, not every such curve was filed as active; inconclusive = small, poorly fitted or top-dose-only effect, or another doubt; inactive = no such curve, though single readings can be large or run the other way;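 also: plate controls were no enzyme wells and a reference inhibitor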
Target sequence (P00352 whole entry, looked up): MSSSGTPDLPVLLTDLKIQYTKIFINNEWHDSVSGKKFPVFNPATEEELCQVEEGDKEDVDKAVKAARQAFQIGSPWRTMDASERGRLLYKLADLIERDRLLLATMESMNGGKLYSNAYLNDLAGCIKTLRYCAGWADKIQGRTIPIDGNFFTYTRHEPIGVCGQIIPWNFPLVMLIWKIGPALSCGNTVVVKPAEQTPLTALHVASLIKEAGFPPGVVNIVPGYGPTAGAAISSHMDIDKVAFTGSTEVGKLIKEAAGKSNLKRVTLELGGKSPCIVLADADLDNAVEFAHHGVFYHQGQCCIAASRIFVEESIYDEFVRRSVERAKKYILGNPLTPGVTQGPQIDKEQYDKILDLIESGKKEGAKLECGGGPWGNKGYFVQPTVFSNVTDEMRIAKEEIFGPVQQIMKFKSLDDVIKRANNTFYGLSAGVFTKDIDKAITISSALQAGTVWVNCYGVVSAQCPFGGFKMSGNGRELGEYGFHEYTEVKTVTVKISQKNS
The depositor's hits bear a star; i = inactive; ? = inconclusive; . = no result given; [ ] = remark or other dose. Unless noted, calls follow the shape of the dose curve; as a rule, active = well fitted curve in the direction sought with a large enough effect; inconclusive = small, poorly fitted or top-dose-only effect, or another doubt; inactive = no such curve, though single readings can be large; an effect the other way counts as inactive or inconclusive. Potency is read from the fitted curve at half-maximal effect.

compound	SMN2 splice enh	GoLoco inh red	TR SRC2 fluor cs	TRb SRC2 PPI	Lamin A splicing	JMJD2E inh	ALDH1A1 block	RECQ1 inh
O=C(c1cc(-c2ccc3c(c2)OCO3)on1)N1CCN(c2ccccc2)CC1	-27%	2%	2%	8%	?	-26%	?	-14%
O=C1[C@@H]2[C@@H]3C[C@@H]([C@H]4ON=C(c5ccc(Cl)cc5)[C@@H]34)[C@@H]2C(=O)N1C1CCCCC1	-30%[inhibitor]	2%	?	-5%	?	-3%	9%	-8%
Cc1cnc2ncc3sccc3c2c1	-9%	3%	-2%	0%	?	?	0%	-7%
O=C(NNS(=O)(=O)c1ccc(Cl)cc1)c1cc(-c2ccccc2)nc2ccccc12	-4%	-7%	-1%	-6%	?	-10%	-14%	-8%
CS(=O)(=O)N1CCC(C(=O)Nc2cc(Cl)ccc2Cl)CC1	-20%	23%	-3%	-1%	.	-1%	3%	19%
COc1ccc(C2C(C#N)=C(N)Oc3n[nH]c(C)c32)cc1Cn1nc(C)c([N+](=O)[O-])c1C (configuration not stated)	3%	10%	-5%	7%	-3%	-7%	?	5%
Nc1cccc(-n2cccc2)c1	.	6%	-3%[53 µM]	1%[53 µM]	2%[46 µM]	-20%	10%	i
CCC1CCCCN1C(=O)c1nn2cccnc2c1Cl (configuration not stated)	1%	-4%	0%	5%	-2%	3%	3%	-6%
Cc1cc(=O)[nH]c2c1c(C)nn2C1CCOC(C)(C)C1 (configuration not stated)	-19%	3%	-3%	3%	3%	-7%	?	-4%
CC(=O)c1ccc(NC(=O)COc2ccccc2C(=O)Nc2ccc(C)cn2)cc1	18%	5%	-1%	5%	7%[46 µM]	?	8%	-1%
Cc1c(Cl)c(C(=O)NC2CCCC2)nn1C	3%	5%	-6%	-1%	-3%	-7%	0%	4%
COc1cc(/C=N/NC(=O)c2cccs2)ccc1O	.	3%	-7%	2%	.	0%	.	-5%
Cc1ccc(O)c(N=Nc2ccc(S(=O)(=O)N3CCCC3)cc2)c1	.	-3%	-2%	-2%	.	-7%	.	i
Cn1nc(C(=O)OCC(=O)Nc2ccc(S(N)(=O)=O)cc2)c2ccccc2c1=O	.	8%	-2%	2%	.	8%	.	0%
Cc1cc(C(=O)N/N=C/c2cc([N+](=O)[O-])ccc2O)c2ccccc2n1	-41%[inhibitor]	13%	-3%	2%	?	28µM*	0%	-4%
Nn1c(SCC(=O)NCCC2=CCCCC2)nnc1C1CCCCC1	?	1%	-5%	2%	-18%	3%	3%	i
CCOc1ccc(-c2noc(-c3ccncc3)n2)cc1OCC	14%	-8%	-1%	0%	4%	-6%	?	-18%
COc1cc(C(c2nnnn2C(C)(C)C)N2CCN(C)CC2)cc(OC)c1OC (configuration not stated)	-5%	-17%	2%	-2%	5%	6%	0%	-5%
CC(=O)Nc1ccc(NC(=O)C(C)OC(=O)c2ccc3c(c2)OCCO3)cc1 (configuration not stated)	.	-1%	0%	7%	.	-7%	.	-4%
CC(C)OC(=O)CSc1nnc(-c2ccccn2)n1N	.	5%	-2%	2%	.	14%	.	0%
C=CCn1c(O)c(N=NC(=O)CNC(=O)c2cccs2)c2ccccc21	-1%	1%	0%	5%	-14%	5%	-2%	i
C/C=C\C(=O)Nc1cccc(C2=NOC3(C2)C[C@H](C(N)=O)N(C(=O)[C@H]2CCC(=O)N2)C3)c1 (some centres not stated)	.	3%	-1%	-9%	.	5%	.	i
Cc1sc2nc(SCC(=O)N3CCCCC3)[nH]c(=O)c2c1C	-3%	20%	2%	6%	3%	2%	?	-6%
CC(C)(C)c1ccc(C(=O)Nc2cccc([N+](=O)[O-])c2)cc1	11µM*	-4%	0%	5%	?	-5%	?	-11%
CC(C)C(=O)N1CCN(c2ccc(NC(=O)c3cccs3)cc2)CC1	16%	-9%	0%	1%	-2%	2%	4%	-6%

Two of these compounds, reformatted.
Order of values: SMN2 splice enh	GoLoco inh red	TR SRC2 fluor cs	TRb SRC2 PPI	Lamin A splicing	JMJD2E inh	ALDH1A1 block	RECQ1 inh
- Cc1sc2nc(SCC(=O)N3CCCCC3)[nH]c(=O)c2c1C
  -3%	20%	2%	6%	3%	2%	?	-6%
- CC(C)(C)c1ccc(C(=O)Nc2cccc([N+](=O)[O-])c2)cc1
  11µM*	-4%	0%	5%	?	-5%	?	-11%

(listing goes on)
compound	SMN2 splice enh	GoLoco inh red	TR SRC2 fluor cs	TRb SRC2 PPI	Lamin A splicing	JMJD2E inh	ALDH1A1 block	RECQ1 inh
Cc1cccc(-n2ncc3c(N4CCCC4)ncnc32)c1	1.6µM*	7%	-2%	-3%	-11%	-1%	?	-8%
COc1cccc(/C=C2\CCc3ccccc3C2=O)c1	.	5%	1%	3%	?	2%	10%	i
O=C(NC1CCCC1)c1ccc(S(=O)(=O)N2CCCC2)cc1	9%	-5%	0%	3%	-9%	7%	?	i
O=C(CSC1CCCCC1)N1CCN(c2ccccc2)CC1	38%	-2%	-2%	-1%	-10%	-30%	?	i
O=c1cn[nH]c2ccccc12	.	1%	-3%	-2%	.	-14%	.	i
COc1ccccc1N1CCN(S(=O)(=O)c2ccc3c4c(cccc24)C(=O)N3C)CC1	-3%	4%	0%	-1%	21%	12%	-12%	-9%
CCC(C)(C)n1nnnc1C(c1cccnc1)N1CCCC(C)C1 (configuration not stated)	.	11%	0%[53 µM]	7%[53 µM]	3%[46 µM]	2%	8%	-9%
CCNC(=S)N1CCC(n2cnc3ccccc32)CC1	0%	19%	0%	3%	8%[46 µM]	4%	11%	i
C=CCOc1c(CNn2nnnc2N)cccc1OC	-9%	3%	3%	-18%	-2%	?	0%	-10%
Cn1c(=O)c(C=Nc2ccccc2)c(O)c2ccccc21	.	20%	-1%	0%	.	-5%	-13%	-6%
CN(C)c1ccc(/C=C/C#N)cc1	.	4%	-2%	4%	.	?	.	26%
CCCc1[nH]nc2c1C(c1ccc(OC(=O)c3ccco3)cc1)C(C#N)=C(N)O2 (configuration not stated)	-3%	6%	-8%	-4%	13%	-12%	?	i
Cc1cccc(C(=O)Nc2sc(-c3ccccc3)cc2C(=O)O)c1	.	3%	-11%	7%	.	?	.	-2%
CCn1cc(CN2CCN(Cc3ccc(OC)c(C)c3C)C(CCO)C2)c(C)n1 (configuration not stated)	.	6%	0%[53 µM]	2%[53 µM]	0%[46 µM]	7%	10%	i
COc1cc2c(cc1OC)C(C(=O)N1CCCC1)C(c1ccccc1F)N(C)C2=O (configuration not stated)	-3%	15%	2%	-30%	-2%	-6%	3%	-14%
COc1cccc(-c2noc(CCCC(=O)N3CCOCC3)n2)c1	2%	8%	0%	3%	13%[46 µM]	-4%	2%	-3%
Cc1ccc(-n2cnnn2)cc1Cl	-1%	1%	-2%	-12%	.	3%	-4%	9%
NC(=O)c1ccsc1NC(=O)c1cc(=O)c2ccccc2o1	10µM*	9%	-2%	-1%	2%	-2%	15%	-2%
N/C(Cc1ccc([N+](=O)[O-])cc1)=N\OC(=O)COc1ccccc1Cl	-3%	0%	-5%	0%	-1%	11%	1%	-7%
COc1ccc(-n2nnc3c(=O)n(Cc4ccccc4C)cnc32)cc1	-5%	2%	5%	4%	?	0%	-1%	-1%
CCOc1ccc(OCC(=O)Nc2ccc(OC)cc2)cc1	?	-6%	0%	-10%	-7%	?	?	-11%
Cc1ccc(C)c(S(=O)(=O)Nc2ccc(O)c(C(=O)O)c2)c1	7%	10%	-3%	0%	-7%[46 µM]	-9%	?	i
COc1ccc(OC)c(NC(=O)COC(=O)Cc2ccc(-c3ccccc3)cc2)c1	18%	8%	-1%	4%	-5%	-8%	-1%	-13%
C=CCN(CC=C)C(=O)COC(=O)c1ccc(Sc2ncn[nH]2)c([N+](=O)[O-])c1	10%	-2%	-3%	-3%	.	7%	-5%	-3%
COc1ccc(C2C(C(=O)NCc3ccccc3)=C(C)Nc3ncnn32)cc1OC (configuration not stated)	25%	-10%	-3%	-17%	14%	1%	1%	-3%

(listing goes on)
compound	SMN2 splice enh	GoLoco inh red	TR SRC2 fluor cs	TRb SRC2 PPI	Lamin A splicing	JMJD2E inh	ALDH1A1 block	RECQ1 inh
Cc1cccc(N2CCN(S(=O)(=O)c3cccc4nonc34)CC2C)c1 (configuration not stated)	-60%	2%	0%	13%	8%[9.22 µM]	1%	?	-6%
CC(=O)N1CCC2(CC1)CC(=O)c1cc(OCC(=O)N3CCOCC3)ccc1O2	1%	-8%	0%	6%	.	?	?	-12%
Cc1ccccc1-n1c(=O)c2ccccc2n2cnnc12	13%	-7%	4%	5%	-11%	8%	5%	i
CCN(CC)C(=O)c1[nH]cnc1C(=O)N[C@@H](CCCCNC(=O)OC(C)(C)C)C(=O)OC(C)(C)C	.	3%	-2%	1%	.	-9%	-12%	-3%
COC(=O)c1ccc(=O)n(-c2ccc(OC)cc2)c1	-6%	19%	0%	-9%	5%	1%	1%	9%
O=c1c(-c2ccco2)[n+]([O-])c2ccccc2n1OCc1ccccc1[N+](=O)[O-]	-17%	-4%	0%	-3%	.	?	14µM*	i
CCN(CC)CCNC(=O)c1cc2c(=O)n(C)c3ccccc3c2n1C	9%	-8%	0%	-2%	-10%	?	?	13%
CCOc1ccc(/C=N/NC(=O)Cc2csc(Nc3cccc(C(F)(F)F)c3)n2)c(OCC)c1	-22%	5%	-2%	0%	?	-4%	?	-21%
CCn1nnc(NC(=O)c2sc3ccccc3c2Cl)n1	11µM*	-7%	-4%	6%	-2%	-11%	3.2µM*	-4%

A portion of the library. The share of hits here may be higher or lower than overall.
